# PriA SSB inh: K. pneumoniae PriA-SSBct interaction inhibition; AlphaScreen SSBct-PriA binding, biotinylated peptide; inhibition, % at 33 µM; 430,000 tested, 0.6% active; AID 1272365; in the data active = inhibition mostly above about 37%, no sharp cut-off; inactive = mostly below about 20%;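 note: plate controls were negative control peptide for no effect and reference peptide for full effect; strong numbers were not always called active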
# Rv3671c inh: inhibitors of M. tuberculosis serine protease Rv3671c; P9WHR9; inhibition, % at 5.96 µM; AID 2606; 320,000 tested, 0.048% active; in the data active = inhibition above about 38%;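 note: extracellular domain of Rv3671c used as enzyme; 0% = enzyme with DMSO and 100% = no enzyme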
# DUSP3 inh: DUSP3 (human) phosphatase inhibition | P51452 | recombinant VHR phosphatase, pNPP absorbance | inhibition, % at 13.3 µM | 290,000 tested, 0.52% active; in the data active = inhibition above about 50%; note: some compounds called inactive have numbers as strong as hits
# Target sequence (P51452 whole entry, looked up): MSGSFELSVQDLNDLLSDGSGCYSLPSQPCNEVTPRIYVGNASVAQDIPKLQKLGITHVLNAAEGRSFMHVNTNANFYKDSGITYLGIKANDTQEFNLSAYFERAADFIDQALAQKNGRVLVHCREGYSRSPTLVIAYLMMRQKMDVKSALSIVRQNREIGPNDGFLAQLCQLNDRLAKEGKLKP
# 3CLpro inhibitor: SARS-CoV 3CLpro protease inhibition. P0C6X7. recombinant SARS-CoV 3CLpro, quenched FRET peptide cleavage. inhibition, % at 6 µM. 290,000 tested, 0.14% active. AID 1706; in the data active = inhibition above about 12%
# Y pestis TopoI: inhibitors of Yersinia pestis topoisomerase I. Y. pestis Topo-I cleavage product accumulation, plate reader. activity, % at 10 µM. 360,000 tested, 0.064% active. AID 504884; in the data active = activity above about 50%, passing the limit was not always enough; inconclusive = no clear call, values can overlap the other calls; note: inactives centre near 2
# PfHsp40 yeast: compounds rescuing yeast from Plasmodium falciparum HSP40 toxicity. S. cerevisiae expressing PfHsp40, growth rescue, ATP luminescence. growth rescue, % at 12.5 µM. 340,000 tested, 0.68% active. AID 504582; in the data active = growth rescue above about 28%, passing the limit was not always enough; inconclusive = no clear call, values can overlap the other calls;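 note: yeast W303a lacking pdr1 and pdr3 grown in galactose medium; growth measured after three days at 30 °C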
# MazF activator: increases E. coli MazEF RNase cleavage of RNA. FAM/BHQ RNA-DNA oligo cleavage fluorescence, 5 h. activation, % at 20 µM. 350,000 tested, 0.32% active; in the data active = activation above about 50%
# TcdB GH inh: blocks C. difficile toxin B glycohydrolase activity; P18177; TcdB glycohydrolase enzymatic assay, plate reader; inhibition, % at 9.99 µM; 350,000 tested, 0.24% active; AID 652162; in the data active = inhibition above about 10%
# BH1578 lux ind: quorum light induction in luxS cqsA deficient V. cholerae | V. cholerae BH1578 lux reporter, luminescence, 6 h | activation, % at 18.7 µM | 350,000 tested, 0.16% active | AID 588436; in the data active = activation mostly above about 9.7%, no sharp cut-off; inconclusive = no clear call, values can overlap the other calls; inactive = mostly below about 3.7%; note: not every result past the cut was called active; inactives centre near 0; reference of the scale not given here
# Anthrax LF prot: blocks Bacillus anthracis lethal factor protease; P15917; multiplex microsphere protease cleavage assay, LF; inhibition, % at 10 µM; 360,000 tested, 0.12% active; AID 588501; in the data active = inhibition above about 30%; inconclusive = no clear call, values can overlap the other calls; note: plate controls were buffer without enzyme for full effect and enzyme alone for no effect
# Target sequence (P15917 whole entry, looked up): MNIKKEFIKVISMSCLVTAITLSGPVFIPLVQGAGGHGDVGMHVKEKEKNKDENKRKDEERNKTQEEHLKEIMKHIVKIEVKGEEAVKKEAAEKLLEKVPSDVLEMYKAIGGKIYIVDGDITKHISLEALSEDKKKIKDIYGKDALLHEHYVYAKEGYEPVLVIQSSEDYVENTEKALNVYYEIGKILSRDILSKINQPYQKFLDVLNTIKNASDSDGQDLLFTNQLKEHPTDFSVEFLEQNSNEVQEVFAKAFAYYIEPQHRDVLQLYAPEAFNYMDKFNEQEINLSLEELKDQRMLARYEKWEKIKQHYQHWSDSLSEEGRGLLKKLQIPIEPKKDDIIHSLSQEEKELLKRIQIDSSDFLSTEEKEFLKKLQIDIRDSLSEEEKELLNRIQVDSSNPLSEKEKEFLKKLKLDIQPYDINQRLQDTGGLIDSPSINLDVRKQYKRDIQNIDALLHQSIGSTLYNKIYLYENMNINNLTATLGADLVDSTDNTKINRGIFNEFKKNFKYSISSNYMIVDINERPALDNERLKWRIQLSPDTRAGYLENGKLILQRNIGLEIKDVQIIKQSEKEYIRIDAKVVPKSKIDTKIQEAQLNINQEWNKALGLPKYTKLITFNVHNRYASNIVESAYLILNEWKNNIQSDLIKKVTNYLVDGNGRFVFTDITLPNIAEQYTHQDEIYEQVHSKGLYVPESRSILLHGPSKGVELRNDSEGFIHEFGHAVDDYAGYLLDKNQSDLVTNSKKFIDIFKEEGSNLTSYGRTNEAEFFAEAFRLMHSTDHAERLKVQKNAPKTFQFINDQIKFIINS
# * hit, by the source's call; i = inactive; ? = inconclusive; · = no result given.
SMILES,PriA SSB inh,Rv3671c inh,DUSP3 inh,3CLpro inhibitor,Y pestis TopoI,PfHsp40 yeast,MazF activator,TcdB GH inh,BH1578 lux ind,Anthrax LF prot
O=C(NN1C(=O)C2C(C1=O)C1C=CC2C12CC2)c1ccccc1Cl (stereo unspecified),-8,1,9,4,-2,-0.5,20,1.1,i,-7
O=C(NNC(=O)C1CC1)c1cccc([N+](=O)[O-])c1,-2,·,16,0,-2,-0.3,-1,0.5,-0.3,-4
NC(=O)c1nsc(C(=O)N(Cc2cccnc2)C(C(=O)NCc2ccc(F)cc2)c2ccc(O)cc2)c1N (stereo unspecified),-12,6,13,5,-12,1.2,5,0.8,i,5
COC(=O)c1ccc(NC(=O)C(=O)c2cn(CC(=O)N3CCOCC3)c3ccccc23)cc1,-10,11,27,-3,10,-0.1,-20,2.1,i,0
O=C(O)c1sccc1S(=O)(=O)N1CCOCC1,1,8,·,·,1,-0.2,10,-1.2,i,6
O=C(COc1ccc(Cl)cc1)Nc1cc2c3c(c1)CC(=O)N3CCC2,-7,-1,·,·,-10,-1.5,-8,3.5,-0.5,·
Cc1cc([N+](=O)[O-])ccc1NC(=O)c1cc2ccccc2o1,-3,-12,18,-1,2,0.6,1,-0.4,i,-13
COC(=O)c1nn(-c2ccccc2)c(Cl)c1/C=N/OCc1ccc(C)cc1,·,-1,10,0,?,-0.8,4,·,-0.7,-4
CC1(C)Cc2ccccc2-c2nnc(SCc3ccc(C#N)cc3)n21,-3,-4,12,-8,7,-0.4,8,·,-0.7,-7
Nc1ccc(Cl)cc1C(=O)c1ccccc1Cl,-43,-5,-7,2,-7,-0.5,-4,·,-0.2,0
COc1cc(C(=O)OCCCN2CCOCC2)ccc1O,-1,-11,-1,4,4,0.4,3,6.3,i,-4
Cc1ccc(CN2C(=O)CCC2C(=O)NCc2cccnc2)cc1 (stereo unspecified),-6,-9,33,3,-4,1.2,-3,·,i,-6
COc1ccc(C(=O)CSc2nnc(CN3CCCCC3)n2-c2ccc(F)cc2)cc1OC,0,3,5,-4,33,-0.4,6,·,-0.3,2
Cc1nnc(SCC(=O)NC2CCCc3c2cnn3-c2ccccc2F)o1 (stereo unspecified),-12,1,6,0,3,0.7,-1,-0.7,-0.6,2
CCN(CCCn1c(=S)[nH]c2ccc(N3CCOCC3)cc2c1=O)c1ccccc1,1,2,37,0,-7,0.0,-2,0.2,i,-2
C=CCCC(=O)NC1CCCc2c1cnn2-c1ccccc1F (stereo unspecified),-4,2,2,-2,-4,-0.9,-7,1.0,0.5,3
Cc1nnc(Nc2ccccn2)c2ccccc12,-5,2,27,0,-5,0.8,-1,·,i,0
O=C(N/N=C\c1cccc(Br)c1)c1ccccc1-n1cccc1,·,-4,11,5,1,5.2,7,·,i,-10
NC(=O)c1ccc(-c2nnn(CC(=O)Nc3cccc(S(=O)(=O)N4CCCC4)c3)n2)cc1,2,-15,·,·,16,0.3,-63,1.5,-0.7,1
O=C(Nc1nccs1)c1ccc2sc([C@H]3C[C@H](O)[C@@H](CO)O3)nc2c1,·,·,·,·,-8,·,·,1.1,-0.3,-10
CCc1c(C)sc(NC(=S)N2CCN(CC)CC2)c1C(=O)OC,-2,-3,2,2,5,-1.1,2,1.4,-1.4,-8
CC1CC(C)(C)CC2(C1)NC(=O)N(CC(=O)N1CCN(S(=O)(=O)c3cccs3)CC1)C2=O (stereo unspecified),-3,-8,·,·,9,-1.1,6,-0.4,i,6
CC(=O)N1CCCN(C(=O)c2ccc3nc(Cc4cccc(Cl)c4)oc3c2)CC1,0,3,32,2,9,-1.0,-6,0.4,i,0
O=C1CC23c4ccccc4N4C(=O)CC5OCC=C6CN1C2CC6C5C43 (stereo unspecified),-14,·,·,·,1,-0.5,7,-1.3,i,-4
O=C(Nc1nnc(SCc2ccccc2)s1)c1ccco1,-11,-5,11,5,-6,1.1,-3,0.5,i,-4

# Further structures.
SMILES,PriA SSB inh,Rv3671c inh,DUSP3 inh,3CLpro inhibitor,Y pestis TopoI,PfHsp40 yeast,MazF activator,TcdB GH inh,BH1578 lux ind,Anthrax LF prot
O=C(NC1CCCCC1)n1c(=O)oc2cc(S(=O)(=O)N3CCCCC3)ccc21,-1,4,-2,2,8,-1.5,10,·,5.0,4
CCc1cc(CN2CCOCC2)c(NC(=O)c2ccccc2)s1,0,2,-6,1,5,-0.2,-6,2.4,i,1
CCc1nonc1NC(=O)c1oc2ccc(F)cc2c1C,-1,3,18,0,-3,0.2,5,0.7,2.4,0
O=C(Nc1ccncc1)c1ccc(Br)cc1,-19,-4,20,1,5,0.2,7,0.9,i,·
COc1ccccc1NS(=O)(=O)c1cc(NC(=O)c2ccccc2C)ccc1N1CCOCC1,-13,·,·,·,3,0.2,-3,1.5,-1.7,·
COc1ccc(C(=O)NC(C(=O)NCC2(N3CCCCC3)CCCCC2)C(C)C)cc1 (stereo unspecified),9,5,·,·,2,-0.6,7,-1.3,-0.7,5
O=C(CC(NS(=O)(=O)c1ccc(Cl)cc1)c1ccco1)NC1CCCC1 (stereo unspecified),-9,5,-6,-1,-9,2.6,3,·,0.5,-2
COc1ccccc1CN1CC(C(=O)NCc2nc3ccccc3n2C)CCC1=O (stereo unspecified),-5,·,23,-3,29,1.3,-1,-0.6,-0.7,-3
CC(C)(C)[C@@H]1COC(=O)[C@@H](Cc2ccc(F)cc2)C/C=C\C[C@H](CC(=O)N(CCO)Cc2ccccc2)C(=O)N1,-9,3,·,·,15,0.5,6,-3.7,4.5,1
CCNc1c(NCC)c(=O)c1=O,-6,10,19,1,1,7.8,-2,0.7,-2.0,-4
C=CCn1c(O)c(C(C)=NC(C)c2ccccc2)c(=O)[nH]c1=O (stereo unspecified),1,-2,16,-3,9,-1.8,6,0.1,-0.2,-4
O=C(C1=C[C@H](C2CC2)C[C@H](OCCCCO)O1)N1CCN(Cc2ccccc2)CC1,-1,-4,7,3,24,-0.8,-3,0.7,-0.6,0
COc1cccc(OCCSc2nc(N)cc(N)n2)c1,7,-4,4,7,14,-1.1,-15,·,i,0
Cn1c(SCC(=O)Nc2nc(C(C)(C)C)cs2)nnc1C1CC1,-12,-6,-1,-3,3,1.7,0,1.0,i,-2
O=C1c2ccccc2C(=O)N1C1C(=O)N2CCSC12C(=O)OCc1ccccc1 (stereo unspecified),-9,·,·,·,0,-0.8,0,1.1,-1.1,2
CCC(CO)NCC(O)COCc1ccc2c(c1)OCO2 (stereo unspecified),-15,6,16,5,-4,-1.7,1,-12,i,-4
O=C(CC1(CC2=NS(=O)(=O)c3ccccc3N2)CCCC1)NCCc1ccccc1,-22,-5,17,-1,21,0.0,15,-0.5,-0.1,-10
N#Cc1cc2ccccc2nc1SCc1cccnc1,-50,-2,0,-3,1,0.2,-2,1.1,-0.6,-14
Cn1nnnc1Sc1ncnc2scc(-c3ccc(C#N)cc3)c12,-1,0,·,·,1,-0.7,4,-0.1,0.3,1
COc1ccccc1CCNC1CCCC(C)C1 (stereo unspecified),-1,6,1,-2,3,-0.9,8,·,-0.4,-1
COc1ccccc1OCCNC(=O)CCC(=O)N1CCOCC1,-3,·,·,·,-4,1.8,-7,1.1,i,3
COc1ccc(S(=O)(=O)N2CCCCC2)cc1C(=O)NC1CCS(=O)(=O)C1 (stereo unspecified),·,·,·,·,2,·,9,0.6,i,-3
COc1cc(/C=C2\S/C(=N/S(=O)(=O)c3ccccc3)NC2=O)c([N+](=O)[O-])cc1OC,·,3,-8,-6,5,0.8,8,·,-0.4,-11
NS(=O)(=O)c1ccc(CCNC(=O)CNCCc2ccccc2)cc1,0,10,-5,3,-3,-1.8,4,-0.5,-6.2,-4
O=C(O)c1cc(NC(=O)C2CCCO2)cc(NC(=O)C2CCCO2)c1 (stereo unspecified),-13,2,4,4,-9,0.0,-1,0.1,-1.7,2

# Other entries follow:
SMILES,PriA SSB inh,Rv3671c inh,DUSP3 inh,3CLpro inhibitor,Y pestis TopoI,PfHsp40 yeast,MazF activator,TcdB GH inh,BH1578 lux ind,Anthrax LF prot
O=C(Nc1ccccc1C(=O)O)c1cccc(NC(=O)c2ccccc2Cl)c1,-12,-9,-2,-1,-1,2.4,8,-2.9,-0.3,1
CCOC(=O)Cc1csc(NC(=O)c2c(-c3ccccc3)noc2C)n1,-7,2,40,2,-4,0.7,-1,-0.3,-0.7,0
Cc1ccc(C2N(c3ccccn3)C(=O)C3CCCN32)o1 (stereo unspecified),-25,-7,8,0,-9,-0.2,-12,0.2,-0.4,0
O=S(=O)(NC1CC2CCC1C2)c1ccc2c(c1)OCCO2 (stereo unspecified),-12,-3,2,-3,5,-0.1,5,·,i,0
CC(C)CNC(=O)CSc1nnc2ccccn12,-21,1,2,3,-8,0.1,2,·,-0.3,-3
O=C(O)CC/C(=N/NC(=O)c1cn(-c2ccccc2)nc1-c1ccccc1)C(=O)O,·,0,2,5,-7,0.1,-8,1.6,5.6,0
Cc1cc(Br)ccc1NC(=O)CN(C)C(=O)COc1cccc2c1OC(C)(C)C2,-13,5,·,·,14,0.7,6,1.0,i,2
O=C(NCc1cccs1)c1cc(-c2ccc(O)cc2)on1,-14,-1,25,4,11,-2.5,12,0.0,-0.8,-5
CCOC(=O)CC1=NN(c2ccccc2)C(=O)/C1=C\c1ccc(OC)cc1OC,0,1,18,6,25,0.4,7,0.6,i,-1
O=C1C2CC=CCC2C(=O)N1n1cnnc1 (stereo unspecified),-14,-4,22,-1,-7,-0.5,17,0.3,-0.6,-1

# Copied from the entries so far (14 entries):
SMILES,PriA SSB inh,Rv3671c inh,DUSP3 inh,3CLpro inhibitor,Y pestis TopoI,PfHsp40 yeast,MazF activator,TcdB GH inh,BH1578 lux ind,Anthrax LF prot
O=C(NN1C(=O)C2C(C1=O)C1C=CC2C12CC2)c1ccccc1Cl (stereo unspecified),-8,1,9,4,-2,-0.5,20,1.1,i,-7
O=C(NNC(=O)C1CC1)c1cccc([N+](=O)[O-])c1,-2,·,16,0,-2,-0.3,-1,0.5,-0.3,-4
NC(=O)c1nsc(C(=O)N(Cc2cccnc2)C(C(=O)NCc2ccc(F)cc2)c2ccc(O)cc2)c1N (stereo unspecified),-12,6,13,5,-12,1.2,5,0.8,i,5
COC(=O)c1ccc(NC(=O)C(=O)c2cn(CC(=O)N3CCOCC3)c3ccccc23)cc1,-10,11,27,-3,10,-0.1,-20,2.1,i,0
O=C(O)c1sccc1S(=O)(=O)N1CCOCC1,1,8,·,·,1,-0.2,10,-1.2,i,6
O=C(COc1ccc(Cl)cc1)Nc1cc2c3c(c1)CC(=O)N3CCC2,-7,-1,·,·,-10,-1.5,-8,3.5,-0.5,·
Cc1cc([N+](=O)[O-])ccc1NC(=O)c1cc2ccccc2o1,-3,-12,18,-1,2,0.6,1,-0.4,i,-13
COC(=O)c1nn(-c2ccccc2)c(Cl)c1/C=N/OCc1ccc(C)cc1,·,-1,10,0,?,-0.8,4,·,-0.7,-4
CC1(C)Cc2ccccc2-c2nnc(SCc3ccc(C#N)cc3)n21,-3,-4,12,-8,7,-0.4,8,·,-0.7,-7
Nc1ccc(Cl)cc1C(=O)c1ccccc1Cl,-43,-5,-7,2,-7,-0.5,-4,·,-0.2,0
COc1cc(C(=O)OCCCN2CCOCC2)ccc1O,-1,-11,-1,4,4,0.4,3,6.3,i,-4
Cc1ccc(CN2C(=O)CCC2C(=O)NCc2cccnc2)cc1 (stereo unspecified),-6,-9,33,3,-4,1.2,-3,·,i,-6
COc1ccc(C(=O)CSc2nnc(CN3CCCCC3)n2-c2ccc(F)cc2)cc1OC,0,3,5,-4,33,-0.4,6,·,-0.3,2
Cc1nnc(SCC(=O)NC2CCCc3c2cnn3-c2ccccc2F)o1 (stereo unspecified),-12,1,6,0,3,0.7,-1,-0.7,-0.6,2

# These rows are one share of the data. The share of hits here may be higher or lower than overall.
